Screens from PubChem BioAssay.
D1 PAM: human D1 dopamine receptor positive modulation; P21728; HEK293 TREx D1 cells, calcium flux, dopamine EC20 potentiation; potentiation, % at 10 µM; 360,000 compounds, 0.036% hits; AID 504651; in the data active means potentiation above about 30%; further: 0% is about no effect
D2 potentiator: D2 dopamine receptor (human) potentiation; P14416; HEK293 T-REx D2, calcium flux, EC20 dopamine potentiation; potentiation, % at 10 µM; 340,000 compounds, 0.34% hits; AID 485347;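 active means potentiation over 3 SD above the plate norm, cut at about 30% in these data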; further: 0% is about no effect
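Using a no-wash calcium dye in inducible, force-coupled HEK293 Trex cells expressing D2, we tracked fluorescence each second for 180 s after compound, then for 180 s after EC20 dopamine to detect augmented signalling.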
Vif-APOBEC3F blk: Vif-A3F binding inhibition; HeLa A3F-eYFP + Vif (tagged APOBEC3F with the HIV-1 protein that degrades it), YFP fluorescence increase; Potency, µM (top dose mostly 46.1 µM), for inactives: top-dose activity, negative = active; 390,000 compounds, 0.2% hits; AID 602313; further: potency means the concentration at half of the fitted maximal effect; % of control where 0% means no effect; nearly all actives have a fitted effect of over 65% in size
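HeLa cells stably expressing A3F-eYFP plus Vif, plated and incubated overnight at 37 deg C, then exposed to compounds overnight at 37 deg C. Blocked degradation read as raised yellow fluorescence (Ex 488/Em 500-530).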
RXFP1 ag: activates the human relaxin receptor RXFP1 | Q9HBX9 | HEK293T-RXFP1 cAMP TR-FRET, 30 min; response scale: percent of porcine relaxin response, buffer zero | Potency, µM (series often up to 57.5 µM), inactives show top-dose activation, most hits filed as activators | 370,000 compounds, 0.3% hits | AID 2676; further: potency means the concentration at half of the fitted maximal effect; on the % scale 0 is the no-effect control and ±100 the full control effect; nearly all actives have a fitted effect of over 60% in size; many of its hits are not listed in these tables
Target sequence (Q9HBX9 whole entry, looked up): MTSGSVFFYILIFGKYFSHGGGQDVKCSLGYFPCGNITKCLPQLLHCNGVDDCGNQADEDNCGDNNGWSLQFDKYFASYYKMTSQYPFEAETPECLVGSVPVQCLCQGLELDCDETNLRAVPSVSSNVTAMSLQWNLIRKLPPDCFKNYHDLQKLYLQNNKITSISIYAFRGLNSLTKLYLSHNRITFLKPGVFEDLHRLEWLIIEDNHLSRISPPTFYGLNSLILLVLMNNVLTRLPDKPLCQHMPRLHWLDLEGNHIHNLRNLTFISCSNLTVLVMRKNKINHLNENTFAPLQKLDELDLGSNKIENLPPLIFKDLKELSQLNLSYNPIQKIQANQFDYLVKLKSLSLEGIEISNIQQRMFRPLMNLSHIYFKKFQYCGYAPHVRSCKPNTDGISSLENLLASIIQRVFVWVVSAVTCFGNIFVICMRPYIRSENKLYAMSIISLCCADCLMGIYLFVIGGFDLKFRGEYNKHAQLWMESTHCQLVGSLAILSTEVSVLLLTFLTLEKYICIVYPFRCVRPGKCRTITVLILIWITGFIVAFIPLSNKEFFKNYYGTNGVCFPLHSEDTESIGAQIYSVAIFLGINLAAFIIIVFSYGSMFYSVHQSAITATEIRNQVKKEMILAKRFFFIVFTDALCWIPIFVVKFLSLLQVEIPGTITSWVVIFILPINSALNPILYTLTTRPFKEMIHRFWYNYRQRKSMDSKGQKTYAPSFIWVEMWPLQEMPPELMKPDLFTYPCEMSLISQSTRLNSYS
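cAMP rise read by TR-FRET after 30 min, 37C compound exposure (up to 58 uM) in RXFP1-transfected HEK293 cells with Ro 20174 present. EC50 from Hill-equation fits, with 29 nM porcine relaxin as 100% and buffer as basal.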
GRP78 ERSR act: ER stress response induction in glioma; 420,000 compounds, 0.02% hits; U87-MG GRP78 promoter luciferase reporter, 16 h; Potency, µM, without a hit: top-dose activation, actives largely listed as activators; further: potency means the concentration at half of the fitted maximal effect; series mostly up to about 76 µM; % of control where 0% means no effect; nearly all actives have a fitted effect of over 35% in size
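Stably transfected U87-MG human glioma cells carrying a GRP78-based luminescent sensor were seeded at 1000 cells/well, pin-dosed with compounds and incubated 16 h. Luciferase reagent was then added, and end-point luminescence was read after 10 min at room temperature.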
D1 ag: human D1 receptor agonism | P21728 | HEK293 T-REx D1 cells, calcium flux, agonist mode | activation, % at 2 µM | 360,000 compounds, 1% hits | AID 504660; in the data active means activation above about 30%; further: 0% is about no effect
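Inducible HEK293 T-REx D1 cells, force-coupled to calcium signalling, were plated at 4000 cells/well with tetracycline and held overnight at 30 C. After no-wash calcium dye loading, compound-evoked calcium rise over 180 s flagged agonists.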
D1 antagonist: antagonists of human D1 dopamine receptor; HEK293 TREx D1 cells, calcium flux, dopamine EC80; stronger effect = lower value; AID 504652; activity change, negative = inhibition, % at 10 µM; 360,000 compounds, 3.2% hits; in the data active means activity change below about -30%; further: on the % scale 0 is the no-effect control and ±100 the full control effect
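Calcium flux readout: force-coupled, inducible Hek293 Trex D1 line, cells induced overnight at 30 C with tetracycline, dye-loaded 30–90 min at RT. Antagonism scored against EC80 dopamine challenge given 180 s after compound.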
LDHA block: LDHA (human) enzyme inhibition. P00338. 480,000 compounds, 0.15% hits. AID 1347041. activity change, % (values are at about 110 or 230 µM). purified LDHA, NADH/diaphorase-resazurin fluorescence; stronger effect = lower value; in the data active means activity change below about -30%; inconclusive means mostly about -25% to -30%;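 further: plate controls were DMSO wells for no effect and wells without enzyme for full effect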
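Human LDH5 (2 nM) was incubated with 0.06 mM NADH and 0.2 mM pyruvate for 5 min at room temperature in Tris pH 7.4. Remaining NADH was coupled through diaphorase/resazurin, and resorufin fluorescence was read at 0 and 20 min.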
Vif-APOBEC3G blk: blocks the Vif interaction with human APOBEC3G. HeLa A3G-eYFP + Vif (tagged APOBEC3G with the HIV-1 protein that degrades it), YFP fluorescence, overnight. 410,000 compounds, 0.076% hits. Potency, µM (titrated, usually from 46.1 µM), inactives show at the top dose activity, negative = active, usual class: inhibitors. Q9HC16;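 further: potency means the concentration at half of the fitted maximal effect; on the % scale 0 is the no-effect control and ±100 the full control effect; nearly all actives have a fitted effect of over 60% in size; hits raise eYFP signal because A3G escapes Vif-driven loss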
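HeLa cells stably expressing Vif and C-terminally eYFP-tagged A3G, seeded overnight at 37 deg C, then exposed to compound by pintool overnight at 37 deg C. Rise in yellow fluorescence (Ex 488/Em 500-530, Acumen) marks blocked Vif-driven A3G degradation.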
The depositor's hits bear a star; ? = inconclusive; . = not tested or not shown; & = joins results of further samples. Unless noted, the call rests on the fitted dose curve; in most records, active means well fitted curve in the direction sought with a large enough effect; inconclusive means small, poorly fitted or top-dose-only effect, or another doubt; inactive means no such curve, though single readings can be large; an effect the other way counts as inactive or inconclusive. An excerpt; rates above refer to the full screens.

SMILES	D1 PAM	D2 potentiator	Vif-APOBEC3F blk	RXFP1 ag	GRP78 ERSR act	D1 ag	D1 antagonist	LDHA block	Vif-APOBEC3G blk
CCCCN(C)CC(O)Cn1cc(/C=C/C(=O)c2ccc(C)cc2)c2ccccc21 (centres undefined)	-5&-1	-1&-19	-5%&1%	5.5%&-2.0%	-13%&-9%	33*	-18&-8	0&4	?
COC(=O)c1ccccc1NC(=O)C1CCCO1 (centres undefined)	-5	-5	-17%	2.4%	-4%	2	5	-2	1%
O=C(COC(=O)[C@@H]1CCCN1C(=O)c1cccs1)Nc1cccc([N+](=O)[O-])c1	.	.	5%	.	-5%	.	.	-4	0%
Cc1cccc(NC(=O)c2ccc(-c3ccccc3[N+](=O)[O-])o2)c1	-2	-12	13%	0.1%	-2%	4	3	-5	1%
C=CCn1c(=O)/c(=C/c2ccsc2)s/c1=C(\C#N)C(=O)NCCN1CCOCC1	.	.	7%	.	-4%	.	.	-3	1%
COC(=O)Cc1cc(=O)n2c(nc3ccccc32)[nH]1	.	.	-9%	.	-5%	.	.	-4	-1%
CC(=O)c1cccc(NC(=O)CSC(=O)c2ccccc2)c1	-4	7	-6%	0.9%	-4%	2	1	-2	-4%
COc1ccc(C(=O)NC2CC(=O)N(c3ccc4c(c3)OCCO4)C2)cc1 (centres undefined)	-4	-17	-6%	0.9%	2%	-3	.	-5	-4%
Cc1ccc(C(=O)NCC(=O)N(C)CC(=O)Nc2ccccc2Br)s1	2	10	8%	2.5%	2%	0	-20	-4&-1	0%
Cc1cc(NC(=O)C2CCCC2)nc2c1c(=O)oc1ccccc12	1	2	2%	-0.5%	-3%	0	4	-5	-7%
COc1ccc(OC)c(NC(=O)CN2CCN(C(=O)c3ccco3)CC2)c1	-5	15	-2%	-0.5%	-5%	5	-9	3	3%
Cc1cc(C)c2c(c1)c1nnc(SCCN3CCOCC3)nc1n2C	-2	1	-1%	2.9%	-3%	0	22	-3	-2%
COc1cc(/C=C/C(=O)O)cc(S(=O)(=O)N(CC(C)C)CC(C)C)c1OC	-3	1	?	-0.6%	-5%	5	3	-4	-3%
COC(=O)CCC(=O)OC1(C)C(=O)C=C2C=C(C3CC3)N(C3CC3)C=C2C1=O (centres undefined)	0	-2	3%	-2.3%	-5%	7	-21	18	3%
Cc1ccc(O)c(NC(=O)CCS(=O)(=O)c2nc(-c3cccs3)cc(C(F)(F)F)n2)c1	-1	18	2%	5.5%	-11%	2	9	-2	-21%
CC(=O)C1=C(C)NC(C)=C(C(C)=O)C1c1cn(-c2ccccc2)nc1-c1cccs1	-2	-2	4%	0.3%	5%	0	4	-2	-6%
COc1ccc(/C=C(\C#N)C(=O)OCCNC(=O)c2ccncc2)cc1	2	-2	18%	1.2%	-4%	2	47	-5	-1%
O=S(=O)(Nc1cccc2ccccc12)c1cccc2ccccc12	-6	.	.	.	-4%	3	-43*	-2	-4%
O=c1[nH]cc(NCc2ccccc2)c(=O)[nH]1	.	.	13%	.	-2%	.	.	-3	4%
Cc1cc(C)c(NC(=O)C2C3/C=C\CCCCC32)c(C)c1 (centres undefined)	2	-2	0%	-0.1%	-9%	0	6	1	0%

Next part; the last two above are carried over.
SMILES	D1 PAM	D2 potentiator	Vif-APOBEC3F blk	RXFP1 ag	GRP78 ERSR act	D1 ag	D1 antagonist	LDHA block	Vif-APOBEC3G blk
O=c1[nH]cc(NCc2ccccc2)c(=O)[nH]1	.	.	13%	.	-2%	.	.	-3	4%
Cc1cc(C)c(NC(=O)C2C3/C=C\CCCCC32)c(C)c1 (centres undefined)	2	-2	0%	-0.1%	-9%	0	6	1	0%
O=C(Nc1cccc(F)c1)OC(CN1CCCCC1)C(F)(F)F (centres undefined)	-2	4	2%	1.0%	0%	1	-8	-2	0%
COc1cccc(CNCCSc2nnnn2C)c1	-2	10	0%	-1.5%	-3%	4	4	-6	1%
CC(C)CC(=O)NCC(c1ccc2c(c1)OCO2)N1CCN(c2ccc(F)cc2)CC1 (centres undefined)	-1	-8	-2%	0.7%	-3%	1	19	7	3%
CCCCS(=O)CC(O)COc1ccc(C(C)(C)C)cc1 (centres undefined)	1	-3	-11%	-1.7%	-2%	1	2	-6	0%
CCOc1cc(C#N)c(NC(=O)c2cccc(S(=O)(=O)N3CCOCC3)c2)cc1OCC	1	15	.	-1.2%	.	-1	-6	-3	.
CCc1cc2c(=O)[nH]c(-c3ccncc3)nc2s1	-8	3	9%	0.4%	7%	4	2	-6	1%
CCc1c(O)nc2sc3ccccc3n2c1=O	4	4	2%	3.3%	0%	1	4	-4	-9%
COc1ccc(C)cc1NS(=O)(=O)c1cnc(N)nc1	-1	.	1%	1.0%	-4%	11	37	10	-5%
COc1ccc(-c2cc(C(C)=O)c(C)n2CCC(=O)NCc2ccc(C)cc2)cc1	-4	18	3%	0.4%	0%	-1	3	-7	2%
Cc1ccc(C(=O)O/N=C(\c2ccccc2)c2ccncc2)cc1	-2	.	-19%	3.0%	-1%	1	9	-3	-5%
CC(=O)c1ccc(-n2nnnc2SCC(=O)NC2CCCCC2)cc1	-4	4	-11%	1.6%	-2%	0	-7	-3	3%
COc1ccc(N2CCN(C(=O)CSc3ncnc4c3cnn4-c3ccc(OC)cc3)CC2)cc1	-9	12	.	-0.6%	-9%	4	5	0	1%
Cc1nn(CCC(=O)NNC(=S)Nc2ccc(Cl)cc2)c(C)c1[N+](=O)[O-]	-9	-10	-6%	0.0%	0%	-2	-3	-9	0%
O=C(CSc1nccn(-c2ccc3c(c2)OCCO3)c1=O)Nc1ccccc1	-13	-3	3%	0.7%	1%	5	-23	-7	-1%
CC(=O)Nc1ccc(S(=O)(=O)NCCc2csc(C)n2)cc1	-4	9	-3%	-3.0%	-4%	3	-3	-11	-9%
O=C1CC(c2cccc(Br)c2)c2cc3c(cc2N1)CCC3 (centres undefined)	-7	11	-4%	6.7%	-5%	3	1	-4	?
Cc1cccc(C)c1NC(=O)C(C)Sc1n[nH]c(-c2ccncc2)n1 (centres undefined)	.	4	0%	1.9%	-5%	17	7	0	1%
Cc1c(OCc2ccc(C(=O)O)o2)ccc2c3c(c(=O)oc12)CCC3	-4	17	-5%	3.3%	-5%	3	2	-2	0%
Cc1ccccc1-c1nc(CS(=O)(=O)CC(=O)NCCCc2ccccc2)c(C)o1	-3	-10	-1%	-0.2%	-1%	15	-18	-8	1%
Cc1noc(/C=C/c2ccco2)c1S(=O)(=O)N1CCC(C(=O)NCc2ccco2)CC1	-4	4	5%	-0.5%	-4%	4	-15	-6	-1%
Cc1nc(SCC(=O)Nc2c(C)n(C)n(-c3ccccc3)c2=O)c2cnn(-c3ccccc3)c2n1	.	.	-5%	.	1%	.	.	-19	-1%
C=CCOC(=O)C1C(=O)CC(C)(O)C(C(=O)OCC=C)C1c1ccc(OCC)cc1 (centres undefined)	-10	-12	3%	0.5%	-3%	6	-8	-9	-5%
OCC#CCSc1nnc(-c2ccncc2)o1	-8	10	1%	-0.8%	-3%	1	2	-4	0%
Cc1cc(NC(=O)CSc2nnc(C)n2-c2ccccc2C)no1	2	-1	-22%	0.6%	5%	2	-1	-11	1%
CCN(CC)C(=O)c1sc2c(c1C)c(=O)n(-c1ccccc1)c(=O)n2CC(=O)N(CC)c1cccc(C)c1	1	-15	4%	0.2%	-1%	1	5	-7	-2%
S=c1[nH]nc(CCc2ccc(Cl)cc2)o1	3	0	-6%	6.8%	2%	3	-12	3	-5%
COc1ccc(N/C(C)=C/C(=S)Nc2ccccc2)cc1	-3	-3	-7%	-0.6%	-4%	7	-22	2	2%
CCN(CC(=O)N1CCN(Cc2ccccc2)CC1)S(=O)(=O)c1ccccc1	-7	-21	1%	-0.2%	-2%	11	-18	-1	3%
Cc1c(NC(=O)COc2cccc(Cl)c2Cl)c(=O)n(-c2ccccc2)n1C	4	3	8%	-0.3%	-5%	0	-2	2	0%
NC(=O)COc1ccc(Cc2ncc(C(F)(F)F)cc2Cl)cc1	-6	1	-20%	1.1%	-3%	4	-1	-11	-1%
COc1ccccc1NC(=O)CN1CCC(c2nc3ccc(C)cc3[nH]2)CC1	-3	5	-8%	-1.7%	2%	2	6	-3	-5%
CCOC(=O)/C=C/[C@H]1CCc2cccc(Cl)c2O1	6	.	-2%	-0.7%	1%	2	-3	3	0%
O=C(CN1C(=O)C2(OCCCO2)c2ccccc21)NCCc1ccccc1	-4	-10	-9%	0.5%	-2%	6	9	0	2%
Cc1ccccc1C(=O)NCC(C)NC(=O)c1ccccc1C (centres undefined)	.	.	0%	.	-2%	.	.	5	2%
CC(C)c1ccc(NC(=O)CCNS(=O)(=O)c2ccc3c(c2)oc(=O)n3C)cc1	-3	.	0%	5.4%	-5%	2	5	-3	-2%
O=C(COC(=O)c1ccc[nH]c1=O)Nc1ccc2c(c1)OC(F)(F)O2	-8	-9	5%	2.0%	-8%	1	-2	-5	-6%
O=C1CC(NCCC2=CCCCC2)C(=O)N1c1cccc(Cl)c1Cl (centres undefined)	8	-6	.	-0.4%	.	1	36	.	.
O=C(N/N=C/c1ccc2c(c1)OCCO2)c1ccncc1	8	11	0%	5.9%	1%	1	0	0	0%
CCOC(=O)C1=C(C)Nc2ccccc2N/C1=N\S(=O)(=O)c1ccccc1	-6	4	0%	2.6%	-2%	2	-20	2	1%
CCOC(=O)CC1COCCN1C(=O)c1cc(COc2ccccc2SC)on1 (centres undefined)	.	.	-4%	.	6%	.	.	-1	2%
O=S(=O)(Cc1ccccc1)NCCc1cccc(Cl)c1	2	6	-1%	1.4%	-1%	0	1	-2	1%
COc1ccc(N=c2ssnc2Cl)cc1	0	0	3%	-3.1%	1%	2	3	-2	8%
COC(=O)c1c(NC(=O)c2ccccc2)sc(C(=O)c2ccccc2)c1C	-1	10	-11%	4.1%	-4%	0	27	0	-1%
CN1CCN(C(=S)Nc2cccc(Cl)c2)CC1	-7	5	1%	0.2%	-2%	3	-2	-7	0%
